From PubChem BioAssay
SMN2 splice enh: enhancers of SMN2 splice variant expression | HEK293 SMN2-luciferase splicing reporter, luminescence, 30-36 h | Potency, µM (series often up to 46.1 µM), for inactives: at the highest dose activity change, positive = activation, most hits filed as activators | AID 1458 | 210,000 tested, 2.8% active; also: potency is read from the fitted curve at half-maximal effect; % of control where 0% means no effect; nearly all actives have a fitted effect of over 55% in size
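HEK293 cells carry an SMN2 […]–luciferase reporter in which exon 7 inclusion puts luciferase in frame. Cells were plated 10-12 h before compound addition, then incubated 30-36 h at 37C. ONE-Glo luminescence was read; sodium butyrate at 4.5 mM final served as control.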
HTT aggregate: inhibitors of mutant huntingtin aggregate formation in PC12 cells; Potency, µM (doses to about 46.1 µM), inactives show at the highest dose activity change, negative = inhibition, actives largely listed as inhibitors; 220,000 tested, 1.1% active; PC12 HttQ103-GFP aggregates, Acumen cytometry, 40 h; also: potency is read from the fitted curve at half-maximal effect; % is scaled to controls: 0 for no effect and ±100 for the full control effect; nearly all actives have a fitted effect of over 60% in size
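PC12 cells with ecdysone-inducible HTT exon1 Q103-GFP, induced by 100 nM tebufenozide, given compounds in a concentration series. GFP aggregates (1–25 um, 6 SD above background) counted in lysates by laser-scanning cytometry, 488 nm excitation.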
Luc counter: Kinase-Glo luciferase inhibition (counter-screen). Potency, µM (top dose mostly 38.3 µM), inactives show top-dose activity change, negative = inhibition, most hits filed as inhibitors. Q27757. Kinase-Glo luciferase, ATP luminescence, 8 min. 200,000 tested, 0.28% active; also: potency is read from the fitted curve at half-maximal effect; % is scaled to controls: 0 for no effect and ±100 for the full control effect; nearly all actives have a fitted effect of over 60% in size
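Kinase-Glo luciferase light output from ATP and luciferin was measured with 10 uM ATP, within the enzyme's linear range. Buffer: 50 mM imidazole pH 7.2, 50 mM KCl, 7 mM MgCl2, 0.01% Tween 20, 0.05% BSA; luminescence read after 8 min at ambient temperature.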
CBFb RUNX1 block: inhibitors of human CBF-beta and RUNX1 interaction; AlphaScreen CBFb-His/RUNX1-biotin binding, biochemical; Potency, µM (series often up to 59.8 µM), without a hit: at the highest dose activity, negative = inhibition, hits mostly inhibitors; 230,000 tested, under 10 active; also: % of control where 0% means no effect
Target sequence (Q01196 whole entry, looked up): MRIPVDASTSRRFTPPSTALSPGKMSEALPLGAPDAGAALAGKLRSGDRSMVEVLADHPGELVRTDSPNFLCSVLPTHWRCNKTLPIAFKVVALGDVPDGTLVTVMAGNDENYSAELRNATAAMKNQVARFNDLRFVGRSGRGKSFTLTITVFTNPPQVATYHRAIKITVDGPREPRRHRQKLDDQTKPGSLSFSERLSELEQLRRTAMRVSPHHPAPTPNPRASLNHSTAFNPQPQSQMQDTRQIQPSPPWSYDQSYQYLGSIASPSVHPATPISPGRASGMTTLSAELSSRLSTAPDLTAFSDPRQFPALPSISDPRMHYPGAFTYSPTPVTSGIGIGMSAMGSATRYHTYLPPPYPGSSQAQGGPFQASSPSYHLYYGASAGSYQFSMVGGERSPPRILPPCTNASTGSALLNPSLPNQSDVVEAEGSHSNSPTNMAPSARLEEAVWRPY
Target sequence (Q13951 whole entry, looked up): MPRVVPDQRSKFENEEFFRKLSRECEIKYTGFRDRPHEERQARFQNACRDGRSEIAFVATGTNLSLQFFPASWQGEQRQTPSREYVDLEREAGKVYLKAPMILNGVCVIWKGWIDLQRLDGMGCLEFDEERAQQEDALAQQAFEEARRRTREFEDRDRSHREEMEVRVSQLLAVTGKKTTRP
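AlphaScreen proximity signal reports loss of binding between His-tagged CBF-beta and biotin-labelled RUNX1, each at 30 nM. Proteins are pre-associated for 20 minutes, compounds added for 15 minutes, then beads for 90 minutes, all at ambient temperature.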
HTT ATP protect: protects HTT-Q103 PC12 cells, measured by ATP. PC12 HTT-Q103 induced, cytoprotection, ATP luminescence, 40 h. Potency, µM (doses to about 56.4 µM), for inactives: cytoprotection (ATP increase), most hits filed as activators. 230,000 tested, 0.14% active. AID 1471;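 also: potency is read from the fitted curve at half-maximal effect; % of control where 0% means no effect; nearly all actives have a fitted effect of over 45% in size; toxic huntingtin expression switched on by the ecdysone agonist tebufenozide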
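PC12 cells stably carrying ecdysone-inducible Htt exon 1 (Q103)–GFP were induced with 100 nM tebufenozide (final) alongside library compounds in a dose series. Cytoprotection was scored as retained ATP by ATPlite luminescence.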
IMPase Li cell: membrane-permeable IMPase blocker, potentiated with lithium; CHO-M1 cells, IP1 TR-FRET (IP-One), carbachol + lithium; Potency, µM (highest dose often 59.4 µM), inactives show at the top dose activity, negative = IMPase inhibition, most hits filed as inhibitors; 210,000 tested, 0.35% active; AID 1457;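 also: IP1 builds up when IMPase is blocked and the TR-FRET signal falls; potency is read from the fitted curve at half-maximal effect; plate controls were basal vehicle for no effect and high inhibitor control for full effect; nearly all actives have a fitted effect of over 50% in size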
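CHO cells stably expressing M1 receptor (2000/well) were cultured 16–30 h, then exposed to compounds with a small lithium addition for 30 min at 37C. IP1 was measured by TR-FRET competition; AC50 from Hill fits.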
LMNA splice mod: LMNA splicing modulation. HeLa LMNA splicing GFP/RFP minigene ratio, 48 h. 200,000 tested, 0.01% active. Potency, µM (titrated, usually from 46.1 µM), for the others: at the highest dose ratio change, negative = inhibition, usual class: inhibitors; active = well fitted inhibition curve with a large enough effect in the signal ratio, with a control signal flat, not every such curve was filed as active; inconclusive = small, poorly fitted or top-dose-only effect, or effect the other way, or a change in a side signal; the % refers to the signal ratio; also: potency is read from the fitted curve at half-maximal effect; % is scaled to controls: 0 for no effect and ±100 for the full control effect
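S3 HeLa cells stably expressing lamin A-EGFP splicing minigene plus DsRed2, 600 cells/well, 48 h compound exposure at 37C. Laser-scanning cytometry; analysed as GFP (500-530 nm)/RFP (575-640 nm) total intensity ratio; 0.5% DMSO vehicle.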
An asterisk follows results filed as active; u = inconclusive; x = not tested or not shown; & = joins results of further samples; [ ] = dose if it differs, or a comment. Unless noted, calls follow the shape of the dose curve; as a rule, active = well fitted curve in the direction sought with a large enough effect; inconclusive = small, poorly fitted or top-dose-only effect, or another doubt; inactive = no such curve, though single readings can be large; an effect the other way counts as inactive or inconclusive.

SMILES | SMN2 splice enh | HTT aggregate | Luc counter | CBFb RUNX1 block | HTT ATP protect | IMPase Li cell | LMNA splice mod
C/C=C/C(=O)Nc1cccc(C2=NOC3(C2)C[C@H](C(N)=O)N(C(=O)c2ccccc2C(=O)c2ccccc2)C3)c1 (some centres not stated) | x | -4%[9.22 µM] | x | 8% | -20%[10 µM] | x | x
O=S(=O)(c1ccccc1)N1CCC2(CCCN(Cc3cc(C(F)(F)F)cc(C(F)(F)F)c3)C2)CC1 | -28% | x | -2% | x | -51%[inhibitor] | 11% | x
C#CCNC(=O)C(C)c1ncc(C(F)(F)F)cc1Cl (configuration not stated) | 10% | -5% | 2% | u | -24% | -2% | x
CC(NC(=O)Nc1cccc(Cl)c1)C(c1cccs1)N1CCCC1 (configuration not stated) | -30%[inhibitor] | 13% | -1% | 0% | -5%[10 µM] | -4% | -4%
Cc1ccc(NC(=S)Nc2cc(C)on2)cc1 | x | 22%[9.22 µM] | x | 9% | 22%[10 µM] | x | x
CCOC(=O)Cn1nc(C)c2c1CCCC2=O | 11% | 10% | -8% | -4% | 9% | 20%[38.3 µM] | 18%
Cc1nc(NC(=O)COC(=O)CCc2nc3ccccc3s2)c(Cl)cc1Cl | -8% | -7% | -2% | -1% | 8%[10 µM] | 4% | -17%
Nc1nc(CN2CCC(Cc3ccccc3)CC2)nc(Nc2ccccc2)n1 | -18% | -2% | -2% | -7% | -17% | 47%[activator][38.3 µM] | -2%
CC(=O)c1ccc(NC(=O)CSc2nc(N)c3cc4c(nc3n2)CCCC4)cc1 | 25µM* | -15% | u | -1% | 7%[1.9 µM] | u | -16%
CC1CCN(C(=O)CN(c2ccc(Cl)c(C(F)(F)F)c2)S(C)(=O)=O)CC1 | 11% | -10% | -4% | -2% | -3% | 25%[38.3 µM] | -17%
CCCNc1nc(Cl)nc(NCc2cccnc2)n1 | x | -7%[9.22 µM] | x | -14% | 13%[10 µM] | x | x
CC1CN(C(=O)c2c([N+](=O)[O-])cnn2C)CC(C)O1 (configuration not stated) | -4% | 8% | 16% | 9% | 10% | 12%[38.3 µM] | -4%
CCN1CCCc2cc(CN(CCN3CCOCC3)C(=S)Nc3cc(F)cc(F)c3)ccc21 | -26% | 11% | 1% | -25% | -16% | 7% | 24%[46 µM]
O=C(COc1ccc(S(=O)(=O)N2CCCCC2)cc1)NCc1cccnc1 | -13% | -6% | -1% | -1% | -12% | 33%[38.3 µM] | -2%
CC(C)CC(NC(=O)c1ccccc1)C(=O)OCC(=O)Nc1ccc(S(N)(=O)=O)cc1 (configuration not stated) | x | 14%[9.22 µM] | -3% | -4% | 33%[10 µM] | 10% | x
O=c1cnnc(N/N=C/c2ccccn2)[nH]1 | x | -18%[9.22 µM] | x | -27% | -36%[10 µM] | x | x
COc1cccc(CC(=O)N2CCc3nc(-c4ccc(OC)cc4C)c4c(c3C2)CO[C@@H](c2ccccc2)C4)c1 | 4%[9.22 µM] | x | -4%[7.66 µM] | 2%[13.1 µM] | 5%[10 µM] | 5% | u
CCc1nc2ccccc2n1CC(=O)N1CCN(Cc2ccccc2)CC1 | -2% | 3% | -6% | 14% | -43%[inhibitor] | -2% | x
COc1ccc(NC(C)C(=O)N/N=C/c2ccccc2OCc2ccc(Br)cc2)cc1 (configuration not stated) | u | 1% | -3% | -11% | -26% | 10%[38.3 µM] | -6%
CCn1c2ccccc2c2nnc(SCC(=O)c3c(N)n(C)c(=O)n(C)c3=O)nc21 | 4% | 3% | 1% | 0% | 10%[10 µM] | -2% | -4%[46 µM]
CS(=O)(=O)N1CCC(C(=O)NCCC2=CCCCC2)CC1 | 16% | -4% | -1% | 7% | 4% | 29%[38.3 µM] | 5%
Cc1cc(C)cc(CC2CC(=O)N(c3ccc(Cl)cn3)C2=O)c1 (configuration not stated) | -11% | 16% | -4% | 4% | 6% | 32%[activator][38.3 µM] | -1%
C=C(C)C1CC=C(C)CC1 (configuration not stated) | x | 7% | x | x | -20% | x | u
CCc1ccc(NC(=O)CSc2nc3c(c(=O)n(C)c(=O)n3C)n2C)cc1 | -15% | 7% | 3% | 5%[2.36 µM] | 4% | 6% | 2%
Cc1ccc(OCCn2cc(/C=C(\C#N)C(=O)NCC3CCCO3)c3ccccc32)cc1 (configuration not stated) | -17% | 8% | -1% | -13% | 30%[10 µM] | 7% | u
CC(C)(C)OC(=O)N1CC=C2C(C#N)=C(N)C(C#N)(C#N)[C@H](c3cccnc3)[C@H]2C1 | 3% | 21% | -1% | 3% | 24%[10 µM] | 19%[38.3 µM] | -7%
O=C(NCCN1CCOCC1)c1ccc2ccccc2c1 | 19% | 3% | -1% | 4% | -4% | 1%[38.3 µM] | 6%
O=C(Nc1nc(-c2ccccc2)cs1)c1cccc(S(=O)(=O)N2CCN(Cc3ccccc3)CC2)c1 | -48%[inhibitor] | 3%[9.22 µM] | 0% | -14% | 0% | 4%[38.3 µM] | u
CC(C)CNC(=O)COC(=O)c1ccc(Cl)c(S(=O)(=O)N2CCc3ccccc32)c1 | 3% | -1% | -1% | 7% | -43% | 10% | -15%[46 µM]
Cc1ccc(/C=N/NC(=O)C(O)c2ccccc2)o1 (configuration not stated) | x | -13%[9.22 µM] | x | -6% | 24%[10 µM] | x | x
Cc1cc(C)c2cc(CN(Cc3ccco3)C(=S)NCC3CCCO3)c(=O)[nH]c2c1 (configuration not stated) | x | 7%[9.22 µM] | 3% | 5% | -2%[10 µM] | 19% | x
COc1ccc(COc2ccsc2C(=O)Nc2ccc(Cl)cc2)cc1 | 12% | -14% | 2% | 9% | 8%[10 µM] | 25%[38.3 µM] | u
c1ccc(Cc2nnc3sc(-c4ccc5c(c4)OCCO5)nn23)cc1 | 4% | -16% | 1% | -1% | -15% | 20%[38.3 µM] | 4%
O=C(Nc1ccc(Cc2ccncc2)cc1)c1ccco1 | 19% | -12% | -3% | -4% | -32%[inhibitor] | -6%[38.3 µM] | u
O=C(CCC1CCCC1)N1CCN(S(=O)(=O)Cc2ccccc2)CC1 | -33%[inhibitor] | -14% | -3% | 6% | 7% | -18%[38.3 µM] | u
CCN(CC)CCNC(C(=O)Nc1ccc([N+](=O)[O-])cc1Br)c1ccccc1 (configuration not stated) | 4% | -11% | 2% | 7% | 10%[0.074 µM] | 19% | 8%
CCCCOC(=O)C1=C(C)NC2(O)c3ccccc3C(=O)C12O (configuration not stated) | 24% | -9% | 2% | 9% | 19% | 15%[38.3 µM] | 14%
O=C(NN1C(=O)/C(=C/c2cccnc2)SC1=S)C(c1ccccc1)c1ccccc1 | -32%[inhibitor] | 4% | 0% | -18% | -22% | 8%[38.3 µM] | u
Cc1cc2n(n1)C(c1sccc1C)Nc1c(C)cccc1-2 (configuration not stated) | x | u | x | 3% | -11%[10 µM] | x | 7%
Cc1ccc(Nc2ccc(NCc3ccccc3)nn2)cc1C | u | 1% | -11% | -18% | x | 11% | -10%

Quoted at random: 4 compounds from above
SMILES | SMN2 splice enh | HTT aggregate | Luc counter | CBFb RUNX1 block | HTT ATP protect | IMPase Li cell | LMNA splice mod
CCCNc1nc(Cl)nc(NCc2cccnc2)n1 | x | -7%[9.22 µM] | x | -14% | 13%[10 µM] | x | x
CCc1nc2ccccc2n1CC(=O)N1CCN(Cc2ccccc2)CC1 | -2% | 3% | -6% | 14% | -43%[inhibitor] | -2% | x
Cc1cc(C)c2cc(CN(Cc3ccco3)C(=S)NCC3CCCO3)c(=O)[nH]c2c1 (configuration not stated) | x | 7%[9.22 µM] | 3% | 5% | -2%[10 µM] | 19% | x
CCCCOC(=O)C1=C(C)NC2(O)c3ccccc3C(=O)C12O (configuration not stated) | 24% | -9% | 2% | 9% | 19% | 15%[38.3 µM] | 14%

Continuation:
SMILES | SMN2 splice enh | HTT aggregate | Luc counter | CBFb RUNX1 block | HTT ATP protect | IMPase Li cell | LMNA splice mod
CN(C)CCNc1nc(-c2ccco2)c2c(c1C#N)CC(C)(C)OC2 | -1% | -2% | 12% | 5% | 4% | -10%[38.3 µM] | -1%
CCOC(=O)C1=C(c2ccccc2)Nc2ncnn2C1c1cccc(O)c1 (configuration not stated) | x | 21%[9.22 µM] | x | 1% | 18%[10 µM] | x | x
Cn1c(N)c(C(=O)COC(=O)c2cc(C(F)(F)F)nc3ccccc23)c(=O)n(Cc2ccccc2)c1=O | u | -11% | -3%&2% | 7% | -3% | 8%&12% | u
CCOC(=O)C1=C(C)C(c2ccccc2O)NC(=O)N1 (configuration not stated) | -21% | u | -1% | -10% | 31% | 14%[38.3 µM] | -3%
CCc1nc2sc3c(c2c(=O)n1N)CC(C)(C)OC3 | -42%[inhibitor] | -21% | -6% | 9% | x | -2% | u
CCc1cc2c(SCC(=O)Nc3cc(C)on3)ncnc2s1 | 3% | 0% | -2% | 4% | -4% | 3% | 0%[46 µM]
COc1ccccc1/C=C/CN1CCN(c2ccccc2)CC1 | 11% | 7% | -3% | -14% | -24% | -4%[38.3 µM] | -8%
O=C(c1cccc(S(=O)(=O)N2CCOCC2)c1)N(CCO)Cc1ccccc1 | -9% | -2% | 2% | 0% | 8% | 0%[38.3 µM] | -7%[0.0737 µM]
O=C(Cn1cnc2ccccc21)N1CCc2ccccc21 | -17% | 16%[9.22 µM] | 1% | -1% | -25% | -5% | 12%[46 µM]
Cc1cc(C(=O)Nc2ccccc2N2CCOCC2)c2ccccc2n1 | 8% | 4% | -9% | 1% | -5%[10 µM] | 6%[38.3 µM] | 4%
CCOC(=O)c1sc(NC(=O)c2ccc(S(=O)(=O)N(C)C)cc2)nc1C | u | 10% | 0% | -8% | -6% | -9%[38.3 µM] | -1%
CCC(=O)NC1(Cc2ccc(O)cc2)CCCCC1 | 13% | 10% | 2% | 0% | -116%[inhibitor] | -5% | -13%[46 µM]
Cc1cc(C)c2cc(C(O)c3nnnn3Cc3ccccc3)c(=O)[nH]c2c1 (configuration not stated) | 10% | -1% | 1% | 2% | -3%[10 µM] | 11%[38.3 µM] | 13%
CC(=O)N/N=C(\C)CC(=O)Nc1cccc2c1CCCC2 | -4% | 4%[9.22 µM] | 3% | 6% | u | 1% | -7%[46 µM]
CCOC(=O)C1(CCCc2ccccc2)CCN(C(=O)CCOC)CC1 | x | 1%[9.22 µM] | x | 5% | -20%[10 µM] | 2% | x
